Dynein cargo inh: blocks dynein driven cargo transport along microtubules; z-score, hits read low; 0.47% of 220,000 active; 3617.4 mouse cells, GR-EGFP nuclear translocation imaging; test concentration mostly 20 µM; stimulated with dexamethasone, 1 µM; active compounds read low;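 active means plate z-score of nuclear minus cytoplasmic receptor signal below a set negative limit, without overly bright fluorescence or cell loss, cut at about -3.5 in these data, passing the limit was not always enough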;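 further: z-score of nuclear minus cytoplasmic ring GR-EGFP intensity difference per well; some compounds called inactive have numbers as strong as hits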
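Also added: dexamethasone, 1.0 µM final. Medium: tet-free, stripped-serum medium. Detection: fixed, Hoechst-stained cells imaged at 10x for EGFP. Read-out: nuclear-to-cytoplasmic GR-EGFP distribution per well. Times: induction 48 h, compound 1 h, agonist 30 min.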
MT stabilize HCS: microtubule stabilizers in HeLa cells; HeLa tubulin immunostaining HCS, 24 h; share of cells brighter than vehicle mean+2SD; % tubulin-high responders, % at 10 µM; 0.83% of 200,000 active; AID 2205;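 active means plate Z-score above 3 for both tubulin-high and condensed-nucleus cell shares, with cell loss under 80%, at 10 µM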;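 further: anti alpha tubulin signal scored within the nucleus-defined area of each cell; some results filed as inactive read as strong as hits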
K1F lysis inhibition: protection from phage-mediated lysis, alamar blue read-out – E. coli UTI89, K1F phage, bacterial capsule biogenesis inhibitors (AID 488966); E. coli UTI89 K1F phage lysis, alamar blue, 2 h; higher % means a stronger effect; inhibition, % at 100 µM, or IC50 in µM where a hit was titrated; 0.02% of 340,000 active;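 active means phage lysis inhibition, versus mean bacterial control, above a set limit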;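 further: capsule biogenesis inhibitors block K1F phage lysis so surviving cells raise fluorescence; higher fluorescence means more inhibition of phage lysis; actives were called in the ten point dose series up to 300 µM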
Autophagy HCS: alters autophagy in cells. MEF GFP-LC3 puncta imaging; test concentration mostly 10 µM. calls only at 10 µM (by protocol). 0.98% of 190,000 active;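 active means percentage of spot-positive cells more than 3 SD above its plate mean, without a fluorescence outlier flag or 80% toxicity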;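 further: spot-positive cell cutoff set from DMSO-treated cells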
P. falciparum M17LAP: P. falciparum M17LAP inhibitors, primary screen, biochemical, fluorogenic H-Leu-NHMec substrate, 1536-well (AID 1619) | recombinant M17LAP, H-Leu-NHMec fluorogenic kinetic assay; higher % means a stronger effect | inhibition, % at 30 µM, or IC50 in µM where a hit was titrated | 0.38% of 220,000 active;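 active means compound inhibiting the enzyme by more than half at any dose during confirmatory dose-response retesting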;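 further: plate controls were full reaction with DMSO carrier for no effect and no enzyme background for full effect; strong numbers were not always called active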
ER stress rescue: rescue of cells from ER stress-induced death, primary screen, 384-well, CSM14.1, thapsigargin, ATP luminescence (AID 1222); cellular ATP content (survival), % at 20 µM; hits with a dose series show EC50 in µM; 190,000 tested, under 10 active; CSM14.1 thapsigargin-induced death rescue, ATP luminescence; higher % means a stronger effect;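 active means EC50 below 50 µM in the dose-response confirmation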;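 further: death triggered by thapsigargin at about 15 µM added after 2 h compound pretreatment; cell ATP read after overnight thapsigargin exposure of roughly 18 to 22 hours; normalized against plate controls of thapsigargin alone and 5% DMSO vehicle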
Insulin prom up: MIN6 insulin promoter up-regulation; MIN6 insulin promoter-GFP reporter, high-content imaging; active compounds read high; z-score at 5 µM; 0.3% of 190,000 active; AID 1625;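 active means z-score above 3 at 5 µM with at least 500 cells counted in the well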
P. falciparum M1AAP: P. falciparum M1AAP inhibitors, biochemical, fluorogenic H-Leu-NHMec substrate, 1536-well (AID 1445). 0.42% of 220,000 active. recombinant M1AAP, H-Leu-NHMec fluorogenic kinetic assay; higher % means a stronger effect. one-dose inhibition, % at 30 µM; IC50 in µM for titrated hits;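 active means primary inhibition above the hit cutoff, then over 50% inhibition at one or more dose response concentrations, cut at about 23% in these data, passing the limit was not always enough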;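 further: plate controls were DMSO full reaction for no effect and no enzyme background for full effect; strong numbers were not always called active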
bCat nuc transl: alters nuclear translocation of beta-catenin in HeLa cells. immunofluorescence imaging. nuclear translocation activity, % at 5 µM. 0.3% of 190,000 active. AID 1665;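 active means nuclear translocation activity above 50% at 5 µM, with a well cell count of 50 or more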;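 further: per-cell ratio of nuclear to cytoplasmic median beta-catenin stain intensity; plate controls were DMSO negative control for no effect and GSK-3 inhibitor IX positive control for full effect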
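Technique: fluorescence imaging of beta-catenin antibody stain plus DAPI / Material: human HeLa cell line / Incubation: compound treatment 24 h, 37°C, 5% CO2 / Read-out basis: % activation of per-cell nuclear versus cytoplasmic median beta-catenin signal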
Dynein cargo inh cytoplasmic EGFP: also measured in Dynein cargo inh; calls as there; z-score; measured here: cytoplasmic GR-EGFP intensity; active compounds read high
Dynein cargo inh nuclear GR-EGFP: recorded beside Dynein cargo inh, whose call it bears; z-score; measured here: nuclear GR-EGFP intensity;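 lower value marks the stronger effect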
Dynein cargo inh cell count: second read-out of Dynein cargo inh, no call of its own (marks repeat the call); z-score; measured here: cell count per field
Insulin prom up cell count: also measured in Insulin prom up; calls as there; cell count; measured here: cytotoxicity, nuclei count;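 total cells summed across four imaged fields per well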
bCat nuc transl cell count 5 µM: second read-out of bCat nuc transl, no call of its own (marks repeat the call); cell count; measured here: cell count, cytotoxicity flag
MT stabilize HCS Hoechst-high %: further read-out of MT stabilize HCS, marked with its call; % Hoechst-high responders; measured here: nuclear condensation Hoechst responders;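 share of cells brighter than vehicle mean plus two SD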
MT stabilize HCS cytotoxicity %: further read-out of MT stabilize HCS, marked with its call; toxicity, %; measured here: cytotoxicity by cell density;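 0% = mean cell density of plate MIN control wells and 100% = no cells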
Autophagy HCS cell loss 18 h: recorded beside Autophagy HCS, whose call it bears; toxicity, %; measured here: cell loss, nuclei count;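 cell loss after 18 h compound exposure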
* hit, by the source's call; i = inactive; · = not tested or not shown; [ ] = dose if it differs, or a comment.

SMILES | Dynein cargo inh | Dynein cargo inh cytoplasmic EGFP | Dynein cargo inh nuclear GR-EGFP | Dynein cargo inh cell count | MT stabilize HCS | MT stabilize HCS Hoechst-high % | MT stabilize HCS cytotoxicity % | K1F lysis inhibition | Autophagy HCS | Autophagy HCS cell loss 18 h | P. falciparum M17LAP | ER stress rescue | Insulin prom up | Insulin prom up cell count | P. falciparum M1AAP | bCat nuc transl | bCat nuc transl cell count 5 µM
CCCCC(=O)NC(c1ccc([N+](=O)[O-])cc1)c1c(O)ccc2ccccc12 (stereo unspecified) | 0.44 | -0.21 | 0.37 | -0.78 | 3.6 | 2.3 | 4.0 | -1.1%[50 µM] | i | -6 | -13% | -1.2% | -0.83 | 1288 | 6% | -0.6 | 1122
O=c1c(-c2ccc3c(c2)OCCO3)coc2c(CN3CCOCC3)c(O)ccc12 | -0.41 | -0.22 | -0.31 | 0.68 | 2.1 | 2.2 | 5.1 | -0.4% | i | -7 | -3% | -2.2% | -0.96 | 1223 | 7% | -6.2 | 835
Cc1cccc(NC(=O)CCc2ccc(S(=O)(=O)NC3CCCCC3)cc2)c1 | -0.72 | 0.2 | -0.26 | 1 | 2.0 | 1.1 | 6.2 | 0.1% | i | -9 | -6% | -4.0% | 0.28 | 1125 | 7% | -4.0 | 1201
Cc1cc2c(c(=O)n1CC1CCCO1)C(c1ccco1)C(C#N)=C(N)O2 (stereo unspecified) | 0.72 | -0.24 | -0.29 | -1.4 | 4.0 | 2.4 | 6.8 | 0.3% | i | -7 | -68% | 2.9% | -0.03 | 1529 | 13% | -6.5 | 942
CCOC(=O)N1CCN(C(=O)c2ccc(N3C(=O)CCC3=O)cc2)CC1 | 3.7 | -0.024 | 2.8 | -2.5 | 4.5 | 1.7 | 4.1 | 0.2% | i | -5 | -11% | 1.1% | 0.06 | 1864 | 5% | -0.9 | 1007
CC1CCCN(CC(=O)Nc2ccc(S(=O)(=O)N3CCCCCC3)cc2)C1 (stereo unspecified) | 0.28 | -0.16 | 0.45 | -0.7 | 7.5 | 3.6 | 1.6 | 2.5% | i | 6 | 4% | -2.6% | -1.2 | 731 | 8% | -6.3 | 1225
O=C(NCc1ccc2c(c1)OCO2)c1ccc(CSCc2ccccc2Cl)o1 | 0.065 | -0.24 | 0.019 | 0.74 | 3.1 | 2.9 | 15 | 1.5% | i | 3 | -2% | 3.6% | -0.14 | 1528 | -1% | 1.7 | 1136
CSCC[C@H](NC(=O)C1CCN(S(=O)(=O)c2ccc(C)cc2)CC1)C(=O)NCc1ccco1 | 0.25 | -0.23 | -0.086 | 0.35 | 1.4 | 1.2 | 5.4 | -0.8% | i | -7 | 2% | -1.1% | -0.08 | 1137 | 1% | -0.1 | 1112
Cc1ccccc1C(=O)N1CCN(c2ccc(NC(=O)c3ccc4c(c3)OCO4)cc2)CC1 | -0.67 | -0.33 | -0.4 | 0.6 | 1.9 | 1.4 | 8.5 | -0.1% | i | -1 | -11% | 4.2% | -2.4 | 1411 | 1% | -1.0 | 907
COC(=O)C1=C(C)Nc2nnnn2C1c1cccs1 (stereo unspecified) | 0.38 | -0.23 | 0.055 | -0.93 | 3.6 | 1.4 | 3.7 | 0.5% | i | 20 | -3% | 0.2% | 0.28 | 1245 | 4% | · | ·
CCOc1ccc(C(C)=O)cc1CN1C(=O)NC2(CCCCC2C)C1=O (stereo unspecified) | -0.42 | -0.19 | -0.041 | 0.55 | 2.6 | 1.8 | 8.2 | 1.3% | i | 37 | -6% | 1.7% | 0.38 | 1203 | -1% | 0.2 | 1010
Cc1ccccc1C(=O)NC(CC(C)C)C(=O)NN1C(=O)c2ccccc2C1=O (stereo unspecified) | -0.098 | -0.29 | 0.075 | 0.35 | 1.1 | 1.6 | 10 | -0.4% | i | -4 | -4% | -1.3% | 0.5 | 1582 | -2% | 0.5 | 1034
COc1cccc(NC(=O)Nc2c(C)n(C)n(-c3ccccc3)c2=O)c1 | -0.59 | -0.11 | -0.056 | 1.2 | 2.8 | 2.4 | 3.5 | 0.1% | i | -3 | 10% | -1.1% | 0.35 | 839 | 10% | -8.1 | 1122
CCC1(CC)C(=O)NC(=O)NC1=NCCc1c[nH]c2ccccc12 | -0.74 | -0.2 | -0.23 | 0.62 | 1.0 | 1.5 | 8.2 | 8.9% | i | -3 | 1% | 4.8% | 0.28 | 1277 | -4% | -4.8 | 1213
COc1ccc(C2CC(c3cccs3)=NN2c2nc(-c3ccccc3)cs2)cc1OC (stereo unspecified) | -0.21 | -0.16 | -0.26 | 0.077 | 3.4 | 1.4 | 6.8 | 0.2% | i | 14 | -6% | -0.8% | -0.18 | 1848 | 13% | -1.1 | 1084
C#CCOc1ccc(/C=C2\SC(=S)N(Cc3cccnc3)C2=O)cc1 | 0.59 | -0.28 | -0.16 | -0.18 | 3.7 | 3.5 | 9.3 | 3.7% | i | 0 | 5% | -0.3% | 0.09 | 1144 | 15% | -1.4 | 1019
O=C(c1cccs1)N1CCc2ccccc2C1 | -0.37 | -0.28 | 0.14 | 1.2 | 1.8 | 1.1 | 4.2 | 0.0% | i | -17 | · | -0.2% | 0.78 | 1518 | · | -1.0 | 1559
CCOC(=O)c1ccc(S(=O)(=O)N2CCN(CC3CC=CCC3)CC2)cc1 (stereo unspecified) | -0.64 | -0.19 | -0.15 | 0.57 | 3.0 | 1.7 | 7.5 | 0.5% | i | 83 | -10% | -0.8% | -0.19 | 1516 | -1% | -2.0 | 962
O=C(NN1C(=O)C2C3C=CC(C4CC34)C2C1=O)c1ccccc1Cl (stereo unspecified) | 2.3 | -0.16 | 0.91 | -1.6 | 5.4 | 3.4 | 14 | 0.1% | i | 10 | 0% | -1.8% | · | · | 7% | 0.6 | 975
Cc1ccc(S(=O)(=O)CC(O)COc2ccc(F)cc2Cl)cc1 (stereo unspecified) | 0.12 | -0.23 | 0.19 | -0.5 | 2.5 | 1.5 | 6.8 | 0.0% | i | 4 | -2% | -2.1% | -0.39 | 1448 | 0% | 1.7 | 1479
O=S(=O)(Nn1cnnc1)c1ccc2ccccc2c1 | -0.91 | -0.16 | -0.41 | 0.47 | 3.5 | 1.9 | 9.9 | -0.7% | i | -3 | 7% | -0.3% | 0.38 | 1321 | 1% | -0.4 | 1144
c1ccc(CCNc2nc(-c3ccccn3)nc3ccccc23)cc1 | 0.11 | -0.19 | -0.19 | -0.024 | · | · | · | -1.6% | · | · | 1% | · | -5.7 | 713 | -14% | 4.0 | 1041
CC1SCC(=O)N(CC(=O)NCCc2ccccc2)C1=O (stereo unspecified) | -0.42 | -0.29 | -0.3 | -0.57 | 1.2 | 2.1 | 4.4 | 0.5% | i | 6 | 0% | · | 0.67 | 1364 | 1% | 2.0 | 1128
O=C(C1CC1)N1CCC(c2nc(-c3ccc(S(=O)(=O)NCC4CCCO4)cc3)no2)CC1 (stereo unspecified) | 3.5 | -0.25 | 1.7 | -0.011 | 3.2 | 1.8 | 4.8 | -9.4% | i | 5 | 7% | · | -7.5 | 886 | 7% | 0.8 | 1106
O=C(NCc1ccco1)c1cnn2c1NC(c1ccc(Br)cc1)CC2C(F)(F)F (stereo unspecified) | -0.27 | -0.18 | 0.039 | 0.3 | 2.0 | 1.4 | 11 | -0.2% | i | 38 | 8% | 0.1% | -0.1 | 1951 | 16% | -1.6 | 1242
CC1CCc2nn(CC(=O)NC3CCCC(C)C3C)cc2C1 (stereo unspecified) | 0.62 | -0.23 | 0.48 | 0.37 | 6.0 | 1.8 | 6.7 | -1.6% | i | 12 | 2% | · | -0.06 | 2067 | -1% | 0.7 | 1144
O=C(Cc1ccccc1)NN1C(=O)/C(=C/c2ccc(C(=O)O)cc2)SC1=S | 1.1 | -0.27 | 0.98 | -0.13 | · | · | · | 0.3% | · | · | 32% | · | · | · | 6% | 0.7 | 1325
CC1CCc2cc(F)ccc2N1C(=O)CSc1nnc2c(n1)[nH]c1ccc(F)cc12 (stereo unspecified) | -0.48 | -0.19 | -0.38 | 0.75 | 1.3 | 0.6 | 9.1 | 0.1% | i | -2 | 8% | 3.0% | -0.02 | 1468 | 7% | 0.5 | 1321
O=C(COC(=O)CCC(=O)c1cccs1)NC1CC1 | -0.13 | 0.064 | 0.53 | -0.44 | 5.3 | 1.9 | 10 | 0.3% | i | -4 | -2% | -1.1% | -0.17 | 1184 | 2% | 1.1 | 1125
Cc1ccc(C)c(S(=O)(=O)N=Nc2c(O)[nH]c3ccccc23)c1 | 0.6 | -0.29 | -0.012 | -0.24 | 3.4 | 1.1 | 8.2 | 2.0% | i | -7 | -6% | 0.3% | -0.53 | 1633 | 6% | 0.8 | 949

Full records from above. Order of values: Dynein cargo inh	Dynein cargo inh cytoplasmic EGFP	Dynein cargo inh nuclear GR-EGFP	Dynein cargo inh cell count	MT stabilize HCS	MT stabilize HCS Hoechst-high %	MT stabilize HCS cytotoxicity %	K1F lysis inhibition	Autophagy HCS	Autophagy HCS cell loss 18 h	P. falciparum M17LAP	ER stress rescue	Insulin prom up	Insulin prom up cell count	P. falciparum M1AAP	bCat nuc transl	bCat nuc transl cell count 5 µM
O=S(=O)(Nn1cnnc1)c1ccc2ccccc2c1 across the screens: -0.91	-0.16	-0.41	0.47	3.5	1.9	9.9	-0.7%	i	-3	7%	-0.3%	0.38	1321	1%	-0.4	1144
Cc1cccc(NC(=O)CCc2ccc(S(=O)(=O)NC3CCCCC3)cc2)c1 across the screens: -0.72	0.2	-0.26	1	2.0	1.1	6.2	0.1%	i	-9	-6%	-4.0%	0.28	1125	7%	-4.0	1201

Compound activity as filed in PubChem BioAssay.
